High-throughput results from PubChem.
Dicer inh: human Dicer pre-microRNA cleavage inhibition. Q9UPY3. z-score at 25 µM. 47,000 tested, 6% active. cat-ELCCA pre-miR-21 Dicer processing, chemiluminescence; hits give high values; in the data active = z-score above about 3, passing the limit was not always enough;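 note: plate controls were vehicle for no effect and no enzyme for full effect; higher signal means more uncleaved substrate so more Dicer inhibition; strong numbers were not always called active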
Target sequence (Q9UPY3 whole entry, looked up): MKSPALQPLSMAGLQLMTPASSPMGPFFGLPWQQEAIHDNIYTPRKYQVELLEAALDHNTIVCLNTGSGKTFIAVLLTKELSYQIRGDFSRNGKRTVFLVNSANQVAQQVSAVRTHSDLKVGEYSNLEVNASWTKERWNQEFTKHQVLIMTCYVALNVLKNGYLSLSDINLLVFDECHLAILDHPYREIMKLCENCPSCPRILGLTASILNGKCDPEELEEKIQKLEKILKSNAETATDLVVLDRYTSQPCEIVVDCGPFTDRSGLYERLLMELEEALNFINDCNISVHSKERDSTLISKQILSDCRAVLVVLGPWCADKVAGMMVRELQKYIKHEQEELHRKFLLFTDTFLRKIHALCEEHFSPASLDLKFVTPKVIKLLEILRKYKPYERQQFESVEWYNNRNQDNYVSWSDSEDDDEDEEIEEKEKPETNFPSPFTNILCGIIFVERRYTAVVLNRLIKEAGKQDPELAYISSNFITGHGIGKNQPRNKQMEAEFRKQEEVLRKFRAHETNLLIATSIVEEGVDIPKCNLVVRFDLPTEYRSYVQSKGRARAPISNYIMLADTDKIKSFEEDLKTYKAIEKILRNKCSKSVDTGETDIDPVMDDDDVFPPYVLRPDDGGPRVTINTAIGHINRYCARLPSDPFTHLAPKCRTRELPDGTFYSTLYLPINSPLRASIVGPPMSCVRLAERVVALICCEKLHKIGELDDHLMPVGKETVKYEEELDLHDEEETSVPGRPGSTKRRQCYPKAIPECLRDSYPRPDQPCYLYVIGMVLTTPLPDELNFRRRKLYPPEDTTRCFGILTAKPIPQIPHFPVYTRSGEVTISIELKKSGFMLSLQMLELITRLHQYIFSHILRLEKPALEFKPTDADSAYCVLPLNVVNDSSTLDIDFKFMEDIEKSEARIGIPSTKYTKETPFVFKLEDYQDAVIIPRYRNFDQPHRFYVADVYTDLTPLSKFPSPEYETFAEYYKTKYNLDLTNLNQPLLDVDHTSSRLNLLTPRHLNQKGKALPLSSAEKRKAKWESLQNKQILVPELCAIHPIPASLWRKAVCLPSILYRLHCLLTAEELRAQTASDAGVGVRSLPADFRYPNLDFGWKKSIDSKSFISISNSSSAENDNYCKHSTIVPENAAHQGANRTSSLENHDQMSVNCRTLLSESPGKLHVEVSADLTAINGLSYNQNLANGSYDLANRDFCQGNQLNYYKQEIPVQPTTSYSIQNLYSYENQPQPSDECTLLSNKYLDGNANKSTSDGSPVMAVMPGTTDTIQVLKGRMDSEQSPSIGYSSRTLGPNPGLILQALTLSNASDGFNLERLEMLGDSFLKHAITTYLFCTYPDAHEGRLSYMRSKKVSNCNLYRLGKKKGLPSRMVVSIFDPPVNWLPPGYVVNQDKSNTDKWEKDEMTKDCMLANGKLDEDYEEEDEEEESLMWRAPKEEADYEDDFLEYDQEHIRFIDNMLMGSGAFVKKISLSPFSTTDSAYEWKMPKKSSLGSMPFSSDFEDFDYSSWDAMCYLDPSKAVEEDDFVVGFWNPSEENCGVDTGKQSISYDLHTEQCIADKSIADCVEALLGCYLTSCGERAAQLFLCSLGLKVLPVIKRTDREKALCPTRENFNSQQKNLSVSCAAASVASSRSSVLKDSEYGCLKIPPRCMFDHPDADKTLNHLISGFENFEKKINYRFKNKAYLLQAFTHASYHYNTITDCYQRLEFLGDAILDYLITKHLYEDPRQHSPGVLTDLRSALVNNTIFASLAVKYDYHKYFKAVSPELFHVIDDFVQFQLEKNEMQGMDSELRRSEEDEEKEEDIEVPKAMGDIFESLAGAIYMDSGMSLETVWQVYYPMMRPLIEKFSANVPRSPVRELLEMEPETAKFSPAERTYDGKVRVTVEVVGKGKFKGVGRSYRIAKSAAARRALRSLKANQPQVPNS
The depositor's hits bear a star; & = joins results of further samples.

SMILES	Dicer inh
CCOC(=O)C1=C(c2ccccc2)Nc2ncnn2C1c1cccc(Br)c1 (configuration not stated)	3.2*
CC1CN(c2ccc(NC(=S)Nc3ccc(N4CC(C)OC(C)C4)cc3)cc2)CC(C)O1 (configuration not stated)	5.3
O=c1cc(O)nc(SCc2c(Cl)cccc2Cl)[nH]1	-1.9
N#C/C(=N\Nc1cc(C(F)(F)F)cc(C(F)(F)F)c1)S(=O)(=O)c1cccs1	0.92
COC(=O)c1ccccc1SC(CC(=O)c1ccccc1)c1ccc(F)cc1 (configuration not stated)	-3.5
Cc1[nH]c(=O)c(-c2ccccc2)c(O)c1C#N	0.41
CC(C(O)c1ccc(O)cc1)N1CCC(Cc2ccccc2)CC1 (configuration not stated)	0.05&-0.25
CCCCOc1ccc(N2C(=O)C3CC(C)=C(C)CC3C2=O)cc1 (configuration not stated)	0.63
Cc1ccc(Sc2ncccc2C2=N/C(=C\N(C)C)C(=O)O2)cc1	-0.39
Cc1nc2nc(C(F)(F)F)[nH]n2c(=O)c1Cc1ccc(C(C)C)cc1	-0.64
O=S(=O)(c1ccc(-c2cc(C(F)(F)F)on2)s1)N1CCC(O)(c2ccc(Cl)cc2)CC1	-1.9
CCn1ccc(C(=O)Nc2nccs2)n1	0.32
N/C(Cc1csc2ccccc12)=N\O	0.88
O=C1c2ccccc2C(=O)N1CN1CCN(C(c2ccccc2)c2ccccc2)CC1	0.49
O=C1c2oc3ccccc3c(=O)c2C(c2ccccc2F)N1c1nncs1 (configuration not stated)	-0.05
O=C(O)CCSC(CC(=O)c1ccc(Cl)cc1)c1ccccc1 (configuration not stated)	-0.31
Cc1nc2c(=O)n(C)c3c(c(=O)n(-c4ccccc4)c(=O)n3-c3ccccc3)c2o1	0.01
O=C1CSCC(=O)N1Cc1ccncc1	-0.06
COc1ccc(C(c2c(N)nc(SCC(C)=O)[nH]c2=O)c2c(N)nc(SCC(C)=O)[nH]c2=O)cc1	-0.63
CCc1nc(-c2ccc(OC)cc2)cc2cc(OC)c(OC)cc12	0.45
O=c1[nH]c(=O)n(-c2ccccc2)c2c1CN(Cc1ccco1)CN2	0.98
Cc1ccc(S(=O)(=O)Nc2ccc(-c3cn4cccc(C)c4n3)cc2)c(C)c1	6.1*
COc1ccc(C2c3c(ccc4ccccc34)OC23C(=O)C=Cc2ccccc23)cc1 (configuration not stated)	-0.44
CC1Sc2ccc(Cl)cc2-c2nc(-n3cccc3)ncc21 (configuration not stated)	-3.1
COC(=O)C1=C(O)C2(C(=O)O)CC(C(=O)OC)=C(O)C(C(=O)O)(C1)C2	0.7

Some of these compounds in order of heavy-atom count, highest first:
SMILES	Dicer inh
CC1CN(c2ccc(NC(=S)Nc3ccc(N4CC(C)OC(C)C4)cc3)cc2)CC(C)O1 (configuration not stated)	5.3
O=C1c2ccccc2C(=O)N1CN1CCN(C(c2ccccc2)c2ccccc2)CC1	0.49
Cc1ccc(S(=O)(=O)Nc2ccc(-c3cn4cccc(C)c4n3)cc2)c(C)c1	6.1*
O=C1c2oc3ccccc3c(=O)c2C(c2ccccc2F)N1c1nncs1 (configuration not stated)	-0.05
Cc1nc2nc(C(F)(F)F)[nH]n2c(=O)c1Cc1ccc(C(C)C)cc1	-0.64
Cc1ccc(Sc2ncccc2C2=N/C(=C\N(C)C)C(=O)O2)cc1	-0.39

Continuation.
SMILES	Dicer inh
C(=N\Nc1nc2ccccc2s1)/c1ccco1	3.8*
N#Cc1ccc(-c2cccnc2)nc1SCC(=O)O	0.66
CCOC(=O)c1oc2cc(C)cc(C)c2c1C	-0.64
O=c1oc2c(Br)cc(Br)cc2cc1-c1ccc([N+](=O)[O-])cc1	-2
O=C(NCCSCc1ccc(Cl)cc1)C(Cl)Cl	-1.3
Cc1ccc(S(=O)(=O)NCCC(c2ccc(F)cc2)c2ccco2)cc1 (configuration not stated)	0.92
O=C1C=C(NNc2ccccc2)CCC1	3.3*
Cc1ccc(OCCSc2nc3ccccc3n2CCO)cc1	-0.89
CSc1n[nH]c(=O)n1-c1cccc(C(F)(F)F)c1	-0.86
CN(C)C=NC(=O)c1ccc(S(=O)(=O)N2CCOCC2)cc1	1.3
CCOc1ccc(C2C(C#N)=C3N=C(N)c4ccccc4N3C3=C2C(=O)CCC3)cc1 (configuration not stated)	0.74
CCN(CC)C(=O)N1c2ccccc2C=Cc2ccccc21	0.44
CCCCOC(=O)c1cc(=O)[nH]c(=O)[nH]1	0.46
Cc1c(-c2ccc(F)cc2)nc(N)c(C#N)c1-c1cccs1	0.47
COC(=O)c1cc(-c2c(C)nn(-c3ccccc3)c2C)n[nH]1	1.3
CC(C)(C)c1ccc(C(=O)N/N=C(/C(=O)O)c2ccccc2)cc1	0.11
O=C(c1cn(CCOc2ccc(Cl)cc2)c2ccccc12)C1CC1	2.1
Cc1cccc(NC(c2ccc(O)cc2)c2ccc3ccc(C)nc3c2O)n1 (configuration not stated)	2.5
COC(=O)c1ccc(C(=O)OCCCc2nc3ccc(N)cc3[nH]2)cc1	-1.6
O=C1CC(N2CCN(Cc3ccc4c(c3)OCO4)CC2)C(=O)N1c1ccccc1 (configuration not stated)	-0.84
O=C1CC(c2cccc(Cl)c2)Cc2nc3nc(C(F)(F)F)nn3cc21 (configuration not stated)	3.8*
CSC1=NCCN1C(=O)c1c(-c2ccccc2)noc1C	-0.91
COc1cc(C2C3=C(CCCC3=O)Nc3nc(SCc4ccccc4F)[nH]c(=O)c32)ccc1O (configuration not stated)	-0.03
Cc1c(C)n(C(=O)CSc2nnc(-c3ccccc3)o2)c2ccccc12	-0.34
C=CCNC(=S)Nc1sc2c(c1C(=O)OCC)CCN(C(=O)OCC)C2	-3.5
(continued)
SMILES	Dicer inh
CN(C)c1nc(-c2ccccc2)nc(Nc2ccc(Cl)cc2Cl)c1C#N	-0.65
Nc1nnc(SCc2c(F)cccc2Cl)s1	1.4
Cc1noc(/C=C/c2sccc2C2OCCO2)c1[N+](=O)[O-]	1.3
O=C(Nc1nc2c(s1)CCCC2)C(=O)c1c(-c2ccccc2)cc2ccccn12	-0.48
CCCCOC(=O)C1=C(C)NC2=C(C(=O)CC(C)(C)C2)C1c1cccc(Br)c1 (configuration not stated)	-0.23
CSc1nc2ccc(NC(=O)NC(=O)c3c(F)cccc3F)cc2s1	0.6
CS(=O)(=O)N1CCn2c1nc1ccccc12	-0.75
O=C1c2oc3ccccc3c(=O)c2C(c2cccc(O)c2)N1Cc1ccc(F)cc1 (configuration not stated)	-0.23
O=C(CSc1nn2cnnc2s1)N1CCc2ccccc21	3.1*
COc1ccc2[nH]c(C(=O)NCCNc3cccc(C(F)(F)F)n3)cc2c1	-1.1
O=[N+]([O-])c1ccc(N2CCCCCCC2)cc1	1.5
COc1cc(C(F)(F)F)nc2ccc(C)c([N+](=O)[O-])c12	0.27
NC(=Nc1csc(C(F)(F)F)c1-c1ccccc1)N1CCCCC1	1.5
Cc1cc(-c2nc(COc3ccc([N+](=O)[O-])cc3)no2)no1	-0.91
COc1ccc(N2CC(O)=C(c3nc4ccccc4s3)C2=N)cc1	0.98
Cc1c(N)c(=O)n(-c2ccccc2)n1C	-1.1
Cc1cc(Cl)cc(Br)c1OCC(O)CNCCNc1nccc(C(F)(F)F)n1 (configuration not stated)	-0.05
CC(C)(C)S(=O)(=O)C/C(N)=N/OS(=O)(=O)c1ccc(F)cc1F	0.04
O=c1c2c(N3CCCCC3)cc(N3CCCCC3)nc2n(-c2ccccc2)c(=O)n1-c1ccccc1	0.74
COc1ccc(O)c(C2=NN3C(C2)c2cc(Br)ccc2OC3c2cccnc2)c1 (configuration not stated)	3.1
O=C1OC(c2ccccc2)=N/C1=C/c1ccc(OCc2ccccc2)cc1	-0.16
C[C@]12C=CC(=O)C=C1CC[C@H]1[C@@H]3C[C@@H](O)[C@](O)(C(=O)CO)[C@@]3(C)C[C@H](O)[C@@]12F	0.77
Cc1nn(C(=O)c2cccc(Cl)c2)c(C)c1Br	0.87
Cc1cc(C)cc(N2CC(C(=O)O)CC2=O)c1 (configuration not stated)	-0.45
COc1ccc(NC(=O)NC(=O)C(C)c2ccc(CC(C)C)cc2)cc1 (configuration not stated)	-0.49

Shown bar-delimited: two of the compounds above.
mol | Dicer inh
O=c1c2c(N3CCCCC3)cc(N3CCCCC3)nc2n(-c2ccccc2)c(=O)n1-c1ccccc1 | 0.74
Nc1nnc(SCc2c(F)cccc2Cl)s1 | 1.4

(more compounds)
SMILES	Dicer inh
CCOC(=O)c1cn2nc(Oc3ccc(C(=O)OC)cc3)ccc2n1	1.4
CCOC(=O)c1nnn2c1nc(N(CC)CC)c1ccccc12	-0.01
CC(=O)/C(=C\Nc1ccc(O)cc1)c1nnnn1-c1ccccc1	2.8
O=C(Nc1ccc2c(c1)OCCO2)c1cc2ccccc2o1	0.46
CC(C)Sc1c(Cl)cccc1NC(=O)Nc1ccccc1	-1.4
COc1ccc(/C(C)=N/OC(=O)c2ccc([N+](=O)[O-])cc2)cc1CN1CCCC1	0.69
COC(=O)c1sc(N2C(=O)c3oc4cc(C)c(C)cc4c(=O)c3C2c2cccc(OC)c2)nc1C (configuration not stated)	1.5
O=C1CC(c2cccs2)CC2=C1C1c3ccccc3C(=O)N1c1ccccc1N2 (configuration not stated)	2.2
COC(=O)c1ccc(C2SCC(=O)N2c2nc3ccccc3s2)cc1 (configuration not stated)	-0.79
O=C(CSc1nnc2n1CCCN2C(=O)Nc1ccccc1)c1ccc([N+](=O)[O-])cc1	-2.1
O=C(COC(=O)CCc1c[nH]c(=O)[nH]1)Nc1cccc(Cl)c1	0.39
Cc1cc(SCC2=NNC(=O)/C2=C/N(C)C)c(Cl)cc1Cl	-3.1
CC(SC1CC(=O)N(c2ccccc2)C1=O)C(=O)O (configuration not stated)	2
CCOC(=O)c1nnn(-c2ccc(F)c(Cl)c2)c1NC(=O)c1cccs1	-0.17
Cc1ccccc1-c1noc(CSc2nc3ccccc3[nH]2)n1	0.84
O=C(O)CC(Cc1ccccc1)C(=O)O (configuration not stated)	-0.84
S=C(NCc1ccco1)N/N=C/c1cccnc1	0.6
Cc1onc(-c2ccccc2Cl)c1C(=O)Nc1cccc2cccnc12	-0.36
COc1cc2nc3n(c2cc1OC)C(O)C=C(c1ccccc1)S3 (configuration not stated)	-0.71
Cn1ccnc1SCC(=O)Nc1ccc(Br)cn1	-1.2
CC(C)(C)C(=O)Nc1c(Cl)c(Cl)cc(Cl)c1Cl	-2.6
COc1ccc(NS(=O)(=O)c2ccc3c4c(cccc24)C(=O)S3)cc1	-1.4
CCOC(=O)N1CCC(NC(=O)Nc2ccc3c(c2)CCO3)CC1	5*
CC1CN(C2CCN(Cc3ccccc3Br)CC2)CC(C)O1 (configuration not stated)	-0.06
OC1CCCc2c1[nH]c1ccc(OCc3ccccc3)cc21 (configuration not stated)	1.6

Structures shown so far that contain two or more sulfur atoms:
SMILES	Dicer inh
N#C/C(=N\Nc1cc(C(F)(F)F)cc(C(F)(F)F)c1)S(=O)(=O)c1cccs1	0.92
O=S(=O)(c1ccc(-c2cc(C(F)(F)F)on2)s1)N1CCC(O)(c2ccc(Cl)cc2)CC1	-1.9
COc1ccc(C(c2c(N)nc(SCC(C)=O)[nH]c2=O)c2c(N)nc(SCC(C)=O)[nH]c2=O)cc1	-0.63
C=CCNC(=S)Nc1sc2c(c1C(=O)OCC)CCN(C(=O)OCC)C2	-3.5
Nc1nnc(SCc2c(F)cccc2Cl)s1	1.4
CSc1nc2ccc(NC(=O)NC(=O)c3c(F)cccc3F)cc2s1	0.6
O=C(CSc1nn2cnnc2s1)N1CCc2ccccc21	3.1*
CC(C)(C)S(=O)(=O)C/C(N)=N/OS(=O)(=O)c1ccc(F)cc1F	0.04
COC(=O)c1ccc(C2SCC(=O)N2c2nc3ccccc3s2)cc1 (configuration not stated)	-0.79
COc1ccc(NS(=O)(=O)c2ccc3c4c(cccc24)C(=O)S3)cc1	-1.4

(list continues)
SMILES	Dicer inh
CN(n1cnc2ccsc2c1=O)S(=O)(=O)c1cc(C(F)(F)F)cc(C(F)(F)F)c1	-0.97
CC(C)OC(=O)CCC/C=C\C[C@@H]1[C@@H](CC[C@@H](O)CCc2ccccc2)[C@H](O)C[C@@H]1O	-0.61
Cc1c(NC(=O)NNc2ccccc2)sc2nc(-c3ccc(Cl)cc3)nn12	4.3
O=C1NC(=O)C(c2ccccc2)(c2ccccc2)N1	1.2&1.6
O=C(O)COCc1nc2ccccc2[nH]1	0.66
CC1=C(C(=O)OC2CCCCC2)C(c2ccc(O)cc2)C2=C(CCCC2=O)N1 (configuration not stated)	-0.58
O=C(c1cnc2c(c1)COc1ccc(Cl)cc1-2)c1ccccc1O	2.5
FC(F)(F)c1ccncc1-c1nnc(-c2ccccc2)o1	-1.3
CCCCCc1ccc(-c2nc(=S)[nH][nH]2)cc1	1
O=C(O)CSc1nc2ccccc2n1Cc1ccccc1	-1.6
CNC(=S)NNC(=O)CSc1cccs1	-1.3
CC(C)COC(=O)n1c(=O)oc2ccc(S(=O)(=O)N3CCCCC3)cc21	1
CN(C(=O)C(Cl)Cl)c1ccc(OC(=O)c2ccco2)cc1	28
Cn1c(=O)c2c(ncn2CC(=O)Nc2nnc(C3CCCCC3)s2)n(C)c1=O	0.74
CCCCOC(=O)C1=C(C)NC2=C(C(=O)CC(C)(C)C2)C1c1cc2c(cc1Br)OCO2 (configuration not stated)	-0.49
Cc1cc(NS(=O)(=O)c2cc(Cl)cc(Cl)c2)no1	-1.8
Cn1c(=O)n(C)c2cc(S(=O)(=O)Nc3ccccc3O)ccc21	-0.21
COc1ccc(OC)c(C2C(C#N)=C3N=C(N)c4ccccc4N3C3=C2C(=O)CC(C)(C)C3)c1 (configuration not stated)	4.8*
CCOC(=O)C(C(=O)Nc1ccccc1)[N+](=O)[O-] (configuration not stated)	-1.2
COC(=O)c1sc(=S)n(-c2ccccc2)c1C	0.74
COC(=O)c1sc(Br)c(Br)c1OC(=O)c1ccc(Cl)cc1Cl	-0.05
CCOCCOC(=O)C1=C(C)NC2=C(C(=O)CC(c3cccs3)C2)C1c1ccc(C)s1 (configuration not stated)	-3.5
Cc1n[nH]c(=S)n1-c1ccc(OCc2ccccc2)cc1	-1.7
CC(C)c1ccc(NC(=O)CSc2ncc(-c3ccc(Cl)cc3)n2C)cc1	-0.18
O=C(CC1Sc2ccccc2NC1=O)Nc1ccc(O)cc1 (configuration not stated)	0.9
O=[N+]([O-])c1cc(/C=N/N=C/c2csc([N+](=O)[O-])c2)cs1	-0.23
CCN(CC)c1ncnc2sc(-c3ccccc3)cc12	-1.5
COc1ccc2c(c1)nnc1n[nH]c(=O)n12	-1.1
O=C(NC(=O)N1CCSCC1)c1ccccc1Cl	-0.85

The list is partial; count on the stated rates, not on these rows.
